Wnt act: Wnt/beta-catenin pathway activators, primary screen, cell-based, plate reader, single point; 1.2% of 300,000 active; activation, % at 9.35 µM; Wnt/beta-catenin reporter cell assay, activator; in the data active = activation above about 30%, passing the limit was not always enough; inconclusive = no clear call, values can overlap the other calls;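 also: 0% = neutral control wells and 100% = positive control wells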
Cardiac RTF inh: cardiac RTF calcium sensitivity inhibitors, primary screen, biochemical, IANBD-TnC fluorescence, EC70 calcium. Troponin I, cardiac muscle (Homo sapiens) + Troponin T, cardiac muscle (Homo sapiens) + …. IANBD-labeled cardiac RTF, Ca2+ fluorescence. inhibition, % at 7.15 µM. 0.12% of 340,000 active. AID 493244, 2011;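 active = inhibition above the mean inhibition of all tested compounds plus 3 SD, cut at about 17% in these data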;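 also: assay run at fixed EC70 calcium of 1.6 mM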
Arrestin-AP2 inh: inhibitors of beta-arrestin/AP2 binding, primary screen, biochemical, GPCR trafficking, flow cytometry | beta-arrestin 1 C-terminal peptide binding to AP2 beta2-adaptin appendage (human) | FITC-arrestin peptide / GST-AP2 beads; AP2 beta2 appendage carries R879A mutation | inhibition, % at 10 µM | 0.31% of 340,000 active | AID 504490, 2011;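 active = inhibition above a set limit, near 3 SD of compounds lacking own fluorescence, cut at about 54% in these data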;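 also: plate controls were DMSO wells for no effect and 5 µM unlabelled arrestin peptide for full effect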
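Measured by: flow cytometry, FL1 (488/535 nm); Material: AP2 appendage R879A on GSH beads; Evaluation: percent response; Timing: pre-incubation 12 min, peptide binding 1 h, room temperature; Also added: 50 nM FITC-arrestin peptide; Medium: PBS with 0.05% Tween 20 and 0.1% BSA.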
DSG3 Ab inh: inhibitors of pemphigus antibody binding to DSG3, primary screen, biochemical, bead-based, flow cytometry, scFv-GFP | Desmoglein-3 (Homo sapiens), P32926 | 0.48% of 310,000 active | binding (percent of control), % at 10 µM | DSG3-coupled beads, scFv-anti-DSG3-GFP binding; active compounds read low | AID 588358, 2011;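 active = binding more than 3 SD below its plate's average and above zero; inconclusive = below that plate limit but binding exactly zero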;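 also: hits lower antibody fragment binding to DSG3; some compounds called inactive have numbers as strong as hits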
Keap1-Nrf2 PPI: Keap1-Nrf2 protein-protein interaction inhibitors, primary screen, biochemical, fluorescence polarization, single point; inhibition, % at 9.4 µM; 0.15% of 340,000 active; AID 504523, 2011; Kelch-like ECH-associated protein 1 (Homo sapiens), Q14145; Keap1 Kelch-Nrf2 peptide fluorescence polarization, 1536-well; in the data active = inhibition above about 12%; inconclusive = no clear call, values can overlap the other calls; inactive = below about 7.3%;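 also: human Keap1 Kelch domain with fluorescein labeled Nrf2 9mer peptide probe; 0% = neutral control wells and 100% = peptide positive control; higher means more block of Keap1 binding to Nrf2 peptide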
Target sequence (Q14145 whole entry, looked up, the tested form may be a part): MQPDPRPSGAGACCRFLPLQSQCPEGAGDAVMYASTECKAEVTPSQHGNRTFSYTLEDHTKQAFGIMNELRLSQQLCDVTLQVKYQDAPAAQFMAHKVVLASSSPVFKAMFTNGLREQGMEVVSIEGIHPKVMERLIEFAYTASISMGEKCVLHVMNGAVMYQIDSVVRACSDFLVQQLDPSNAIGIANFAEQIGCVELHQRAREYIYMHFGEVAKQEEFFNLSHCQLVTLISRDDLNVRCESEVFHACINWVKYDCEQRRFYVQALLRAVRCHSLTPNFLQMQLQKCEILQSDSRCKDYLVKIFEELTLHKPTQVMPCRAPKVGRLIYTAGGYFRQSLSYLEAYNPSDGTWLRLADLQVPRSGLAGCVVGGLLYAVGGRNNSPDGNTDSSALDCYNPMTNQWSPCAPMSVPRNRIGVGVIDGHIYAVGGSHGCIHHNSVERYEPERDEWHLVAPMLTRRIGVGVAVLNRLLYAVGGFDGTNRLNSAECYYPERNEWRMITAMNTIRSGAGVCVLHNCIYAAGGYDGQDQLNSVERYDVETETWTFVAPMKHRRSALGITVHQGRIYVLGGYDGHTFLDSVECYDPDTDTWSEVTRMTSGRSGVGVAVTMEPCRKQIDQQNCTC
V-ATPase pHluor: regulators of yeast V-ATPase proton pumping, primary screen, pHLuorin cytosolic pH fluorescence. 0.37% of 350,000 active. response, % at 10 µM. S. cerevisiae; in the data active = response mostly above about 7.3%, no sharp cut-off; inactive = mostly below about 5.4%; also: actives read high; inactives centre near 0; some compounds called inactive have numbers as strong as hits; reference of the scale not given here
cardiac RTF act: cardiac RTF calcium sensitivity activators, primary screen, biochemical, IANBD-TnC fluorescence, EC20 calcium; activation, % at 7.2 µM; IANBD-labeled TnC RTF fluorescence at EC20 calcium; 0% EC20 calcium, 100% full calcium; AID 493008, 2010; 0.24% of 340,000 active; Troponin I, cardiac muscle (Homo sapiens) + Troponin T, cardiac muscle (Homo sapiens) + …;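 active = activation above the mean over all tested compounds plus 3 SD, cut at about 30% in these data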;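 also: rise in fluorescence read as greater calcium sensitivity of cardiac thin filaments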
OPRM1-OPRD1 inv: inverse agonists of MOR-DOR heterodimerization, primary screen, cell-based, luminescence; cell-based MOR-DOR heterodimer luminescence, inverse agonism; inhibition, % at 9.3 µM; 0.21% of 340,000 active; Mu-type opioid receptor (Homo sapiens) + Delta-type opioid receptor (Homo sapiens), …; in the data active = inhibition above about 22%, passing the limit was not always enough;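 also: 0% = cells with DMSO and 100% = wells without cells with DMSO; values of inactives mirror those of a sister screen read the other way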
C-LANA FP: inhibitors of KSHV C-LANA binding to DNA, primary screen, biochemical, fluorescence polarization, FAM-LBS DNA, MBP-C-LANA, single point; Kaposi's sarcoma herpesvirus LANA C-terminal domain (residues 932-1162) DNA binding; inhibition, % at 9 µM; 0.078% of 340,000 active; AID 504423, 2011;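 active = highest replicate inhibition at or above 60% at 9 µM, even if other replicates fall short; inactive = all replicates below 60% inhibition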;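 also: 0% = neutral control wells and 100% = 4 µM acridine orange control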
OPRM1-OPRD1 ag: agonists of OPRM1-OPRD1 heterodimerization, primary screen, cell-based, luminescence; Mu-type opioid receptor (Homo sapiens) + Delta-type opioid receptor (Homo sapiens), …; cells; activation, % at 9.3 µM; 0.3% of 340,000 active; AID 504326, 2011; in the data active = activation above about 18%;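 also: 0% = vehicle-treated cells and 100% = reference agonist; values of inactives mirror those of a sister screen read the other way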
* marks the source's active call; other numbers are inactive results; ? = inconclusive; . = not tested or not shown.

SMILES	Wnt act	Cardiac RTF inh	Arrestin-AP2 inh	DSG3 Ab inh	Keap1-Nrf2 PPI	V-ATPase pHluor	cardiac RTF act	OPRM1-OPRD1 inv	C-LANA FP	OPRM1-OPRD1 ag
O=C(/C=C/c1ccco1)NC(=S)NNC(=O)c1ccco1	-1	5	14	60*	-5	4	11	6	2.5	-1.1
O=C(CC1(O)C(=O)Nc2ccccc21)c1cccc(Br)c1 (centres undefined)	-2	-5	36	98	0	-2	0	33*	0.4	-6.3
CN(C)c1nc(SCCOC(=O)c2ccccc2)nc(N(C)C)n1	.	-5	-5	101	0	-2	1	-5	-0.6	1.1
COc1cc2c(cc1OC)-c1n[nH]c(=S)n1C(C)(C)C2	-3	0	-14	98	0	-1	-1	-6	1.6	1.1
CCN1C(=O)C2C(C1=O)N1C(c3cccs3)C3C(=O)N(CC)C(=O)C3N1C2c1cccs1 (centres undefined)	.	-6	-5	99	-3	-4	4	14	1.2	-2.5
COc1ccc(O)c(/C=N/NC(=O)CCC(=O)Nc2ccc(C)cc2)c1	-3	-7	32	90	-2	-2	-8	8	-1.4	-1.4
C=CCNC(=O)c1cnc2n(c1=O)CCS2	-3	-9	0	107	8	3	0	3	0.8	-0.6
C=CCC1[C@H](C)[C@H]2[C@@H]3CC[C@@H](C3)[C@H]2CN1S(=O)(=O)c1ccc(C)cc1 (some centres undefined)	-4	0	42	102	-3	-1	0	-12	-0.4	2.6
Cn1nnc(C(O)CN2CCOCC2)n1 (centres undefined)	.	-6	17	110	-1	0	-5	6	-1.0	-1.0
CC(C)OP(=O)(OC(C)C)/C(C=O)=N\Nc1ccc([N+](=O)[O-])cc1	-1	-15	-11	102	-2	2	3	-1	-0.4	0.3
Cc1ccc(NC(=O)Cc2noc3ccccc23)c(C)c1	.	-10	9	89	-2	3	-1	4	-0.1	-0.7
O=C(O)CCc1nnc(SCC(=O)Nc2ccc(Br)cc2)[nH]c1=O	-7	.	3	104	-1	0	.	.	0.4	.
COc1cccc(C(=O)COc2ccc3ccc(=O)oc3c2)c1	-1	-8	8	92	0	4	6	9	1.1	-1.2
CCn1cc(C(=O)OCC(=O)Nc2cccc(Cl)c2Cl)c(=O)c2ccc(C)nc21	1	.	-26	104	0	-3	.	.	1.0	.
C[C@H](NC(=O)c1nc[nH]c1C(=O)N1CCc2ccccc2C1)c1ccccc1	-4	-4	-3	112	-5	4	-5	-6	-2.1	1.0
Cc1ccc(-c2cn3cccc(C)c3n2)cc1	1	2	16	105	-3	-2	-1	9	-1.9	-1.9
CS(=O)(=O)Nc1ccccc1C(=O)NCCSCc1ccccc1	2	-28	4	102	-10	-1	2	2	-1.2	-0.4
CCCC(c1nnnn1CCOC)N1CCN(C(=O)c2ccco2)CC1 (centres undefined)	.	-3	0	.	1	0	2	15	-0.7	-3.7
CC(=O)c1c(C)[nH]c(C(=O)N2CCN(S(=O)(=O)c3ccc(C)cc3C)CC2)c1C	0	-10	4	.	-7	2	1	-3	0.4	0.8
COc1ccc(NC(=O)CSc2nc3cccnc3n2C)cc1	-1	0	0	111	-1	6	14	10	1.3	-2.1
Cc1cccc(-n2ncc3c(NC4CCCCC4)ncnc32)c1	23	-5	-4	102	-6	5	-5	-47	-0.9	7.9
CC(C)n1c(O)c(N=NC(=O)CNC(=O)CCc2ccccc2)c2ccccc21	3	-20	-7	87	-2	-1	3	9	-1.6	-1.7
CCOC(=O)C1CCN(C(=O)Cn2ncc3c([nH]c4ccccc43)c2=O)CC1	-2	-5	-2	.	3	0	0	11	16	-2.1
OC(CNCc1ccccc1)(c1ccc(F)cc1)c1ccc(F)cc1	.	1	-2	99	-3	0	6	-34	0.0	7.8
COc1cc2nc(C3CCC3)n(NC(=O)C3CCC3)c(=O)c2cc1OC	-4	-3	-1	101	4	-1	1	16	2.8	-2.9
Other compounds:
SMILES	Wnt act	Cardiac RTF inh	Arrestin-AP2 inh	DSG3 Ab inh	Keap1-Nrf2 PPI	V-ATPase pHluor	cardiac RTF act	OPRM1-OPRD1 inv	C-LANA FP	OPRM1-OPRD1 ag
O=C(NCC(=O)N(c1ccc(F)cc1)C(C(=O)NC1CCCCC1)c1cccnc1)c1ccco1 (centres undefined)	0	-27	10	96	3	1	-5	2	-1.1	-0.4
O=C1[C@H](Cc2ccccc2)NCCCC[C@@H](c2ccco2)N1Cc1ccccc1	1	-2	7	111	-12	2	7	-2	0.0	0.3
Cc1sc2c(c1C)c(=O)nc1scc(CC(=O)O)n12	.	-9	13	96	-2	6	2	1	-0.5	-0.3
CC(=O)Oc1ccc(C(=O)Nc2ccc(C3(C#N)CCCC3)cc2)cc1	15	6	33	113	-2	-2	2	17	0.8	-3.5
COc1ccccc1-c1cn[nH]c1-c1ccc(O)cc1O	1	-8	27	101	-5	-1	0	-5	-0.1	1.1
FC(F)(F)c1ccc(Nc2nnnc3ccccc23)cc1	-1	1	39	98	3	-1	0	9	-0.4	-1.8
COc1cccc(/C(=N/O)C2CC2c2ccc(Cl)cc2)c1 (centres undefined)	0	3	14	87	-1	3	4	-22	-0.7	4.4
CC/C(Cc1ccccc1)=N\NC(=O)c1cc([N+](=O)[O-])cc([N+](=O)[O-])c1	.	9	-1	94	3	3	-7	-47	1.8	6.6
Cc1ccc(/C(N)=N/OC(=O)Oc2ccccc2)cc1	.	-6	8	80	-3	-1	8	5	-1.8	-0.9
CC1(C)CC(=NO)CC(C)(C)N1	2	4	7	97	-2	0	-3	6	-1.6	-1.1
CN(C)S(=O)(=O)N1CCC(Oc2cccc(C(=O)N3CCSCC3)c2)CC1	0	0	0	92	-4	-1	-1	10	-1.6	-1.9
N#Cc1c(C(F)(F)F)cc(-c2cccs2)nc1N1CCCCC1	0	-8	5	.	1	-1	0	-12	0.0	2.4
Cc1cccc2c(=O)oc(-c3ccccc3Cl)nc12	2	1	35	143	-5	2	-5	-18	-1.5	3.8
CCCC(=O)N(Cc1cc(=O)[nH]c2ccccc12)c1ccc(OC)cc1	-1	0	1	94	2	1	5	7	0.3	-1.2
Brc1ccc(-c2nnc(-c3cccnc3)o2)cc1	?	2	-7	.	-4	-1	1	6	-6.0	-1.2
N#CC1=C2N=C(N)c3c(sc4c3CCCCC4)N2C2=C(C(=O)CCC2)C1c1ccccc1 (centres undefined)	.	-3	0	.	-6	-3	-3	6	-0.6	-0.9
COC(=O)Cn1nc(-c2ccccc2)c2ccccc21	.	-6	0	106	2	0	-1	2	-1.3	-0.4
Cn1c(SCC(=O)N2CCCc3ccccc32)nnc1-c1cccs1	-5	-6	0	102	0	-5	-1	4	0.7	-0.7
Cc1cc(C)nc(N2CCC(C(=O)Nc3cccc(C(F)(F)F)c3)CC2)n1	-8	0	0	102	3	5	3	-49	0.6	9.2
CCCCNC(=O)c1nnn(-c2ccccc2)c1N	.	-11	5	102	-3	2	-5	-3	-0.2	0.5
Cc1ccc(CN2CCN(C(=O)c3ccncc3)CC2)cc1	-1	-1	-7	62*	-2	-2	0	4	-1.3	-0.6
O=C(N/N=C/c1ccc(N2CCCCC2)o1)c1ccccc1	4	7	2	96	-6	0	5	6	1.3	-1.1
CCOC(=O)COc1cccc2c(=O)n(CC(=O)N3CCC(C)CC3)ccc12	3	0	4	119	2	-2	7	-4	-0.1	0.7
N#CC1(NC(=O)CSc2ccccn2)CCCCC1	2	1	-7	98	-3	1	-1	3	0.2	-0.6
CSc1ccccc1OCc1cc(C(=O)NCCC2CCCCO2)no1 (centres undefined)	19	-4	18	97	-3	3	-7	-2	-2.5	0.2
Following part
SMILES	Wnt act	Cardiac RTF inh	Arrestin-AP2 inh	DSG3 Ab inh	Keap1-Nrf2 PPI	V-ATPase pHluor	cardiac RTF act	OPRM1-OPRD1 inv	C-LANA FP	OPRM1-OPRD1 ag
COc1ccc(C(=O)C2CCCN(C(=O)c3n[nH]c4c3CCCC4)C2)cc1OC (centres undefined)	0	-14	-24	101	0	-3	0	12	-0.3	-2.4
CCC(CC)C(=O)c1c[nH]c(C(=O)N2CCN(c3ccccc3F)CC2)c1	-1	-1	-20	114	-5	-1	16	0	-2.2	-0.1
Cc1cc(C)c2nc(-c3ccccn3)cc(C(=O)n3cccn3)c2c1	-1	-5	1	112	-5	0	4	-5	1.8	1.0
Cc1ccc(NC(=O)c2cc(-c3ccccc3O)n[nH]2)cc1Cl	30	-12	-11	119	8	-4	-3	-6	2.1	1.3
CCOC(=O)[C@H]1[C@H]2COc3ccc(OC)cc3[C@@H]2N2C(=O)CN(Cc3ccco3)C(=O)[C@@]12C	-2	3	4	109	-5	-1	4	9	0.4	-1.4
CC(C)(C)c1cc(C(C)(C)C)cc(S(=O)(=O)CCc2ccccn2)c1	.	-5	2	.	1	-1	8	-21	2.9	4.6
CCN(c1ccccc1C(=O)O)S(=O)(=O)c1cccc2nsnc12	3	-1	-11	99	2	-2	-1	12	0.7	-2.4
CC(=O)c1sc2nc(-c3cccs3)ccc2c1N	.	-3	11	.	-1	7	3	-5	1.0	0.9
O=C(CNc1cccc([N+](=O)[O-])c1)N/N=C/c1ccc(F)cc1	-2	-7	16	105	-7	-2	3	-1	4.6	0.3
O=C(CC1S/C(=N/N=C/C=C/c2ccccc2)NC1=O)Nc1ccc(C(=O)O)cc1 (centres undefined)	-2	-11	-1	99	-8	3	9	-2	1.2	0.4
CCOC(=O)C1=C(C)NC(C)=C(C(=O)OCC)C1C(=O)OCC(=O)N(C)C1CCS(=O)(=O)C1 (centres undefined)	1	10	34	109	1	6	2	11	-0.2	-2.4

Profiles, looked up by structure:
Results for `CCC(CC)C(=O)c1c[nH]c(C(=O)N2CCN(c3ccccc3F)CC2)c1` : Wnt act: -1; Cardiac RTF inh: -1; Arrestin-AP2 inh: -20; DSG3 Ab inh: 114; Keap1-Nrf2 PPI: -5; V-ATPase pHluor: -1; cardiac RTF act: 16; OPRM1-OPRD1 inv: 0; C-LANA FP: -2.2; OPRM1-OPRD1 ag: -0.1
Results for `CC(C)(C)c1cc(C(C)(C)C)cc(S(=O)(=O)CCc2ccccn2)c1` : Wnt act: .; Cardiac RTF inh: -5; Arrestin-AP2 inh: 2; DSG3 Ab inh: .; Keap1-Nrf2 PPI: 1; V-ATPase pHluor: -1; cardiac RTF act: 8; OPRM1-OPRD1 inv: -21; C-LANA FP: 2.9; OPRM1-OPRD1 ag: 4.6

An unsorted share of the library; overall some 3.1% were active at least once.
